AMA1 RON2 block: AMA1-RON2 (P. falciparum) interaction inhibition; AlphaScreen AMA1-biotinylated RON2 peptide binding; Potency, µM (highest dose often 58.2 µM), without a hit: at the top dose activity change, negative = inhibition, hits mostly inhibitors; hit rate 0.2% among 360,000;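 further: potency means the concentration at half of the fitted maximal effect; 0% = vehicle wells and -100% = peptide control; nearly all actives have a fitted effect of over 45% in size; some results filed as inactive show a strong effect at the top dose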
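AMA1 (3D7) with his tag at 25 nM final met compounds first, then biotinylated RON2 peptide at 25 nM; detection used donor plus acceptor beads, 10 µg/mL apiece, read by AlphaScreen after 30 min at room temperature.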
Tb PYK inh: T. brucei pyruvate kinase inhibition; Potency, µM (doses to about 76.8 µM), inactives show top-dose activity, negative = inhibition, most hits filed as inhibitors; hit rate 0.12% among 410,000; TbPYK enzyme, Kinase-Glo Plus ATP luminescence, 45 min; Q57TT1; further: potency means the concentration at half of the fitted maximal effect; nearly all actives have a fitted effect of over 50% in size
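Glycolytic pyruvate kinase of T. brucei was incubated with substrate, test compound and 130 uM ADP for 45 minutes at room temperature. Luminescent Kinase-Glo Plus signal was measured after 10 minutes.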
HCMV antiviral: human cytomegalovirus inhibition. hit rate 4.5% among 410,000. activity change, negative = inhibition, % at 57.5 µM. HFF cells, HCMV-luciferase reporter, 72 h; active compounds read low; in the data active means activity change below about -60%; inconclusive means no clear call, values can overlap the other calls; inactive means above about -39%
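Two compound doses tested in HFFs infected with HCMV-luciferase, MOI 1 PFU/cell, 72 h at 37C. Lysate luminescence read with OneGlo; data normalized against buffer-only and 10uM Salinomycin inhibitor controls.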
Numbers without * were called inactive; ? = inconclusive; . = no result given; [ ] = dose if it differs, or a comment. Unless noted, the call rests on the fitted dose curve; in most records, active means well fitted curve in the direction sought with a large enough effect; inconclusive means small, poorly fitted or top-dose-only effect, or another doubt; inactive means no such curve, though single readings can be large; an effect the other way counts as inactive or inconclusive. Unless noted, on the % scale 0 is the no-effect control and ±100 the full control effect.

SMILES	AMA1 RON2 block	Tb PYK inh	HCMV antiviral
O=C(c1ccc(F)cc1)N1CC(=O)N2[C@H](CO)[C@H](c3ccc(Br)cc3)[C@@H]2C1	.	.	-18
CCN(c1cccc(C)c1)S(=O)(=O)c1cc2[nH]c(=O)c(=O)[nH]c2cc1C	.	.	-15
CC(=O)OCC(COC(C)=O)(CN1C(=O)c2ccccc2C1=O)CN1C(=O)c2ccccc2C1=O	.	.	0
O=C(Nc1ccc(F)cc1)OC[C@@H]1CSCCS(=O)(=O)N1	.	.	13
CCOC(=O)C1=C[C@@H](C(C)(C)C)N(S(=O)(=O)c2ccc([N+](=O)[O-])cc2)[C@H]1c1cccc(Cl)c1	.	.	?
O=c1[nH]cnc2c1nnn2C1OC(CO)C(O)C1O (stereo not drawn)	.	.	?
C/C1=C/CCCc2cc(OS(=O)(=O)C(F)(F)F)ccc2OCC1	.	.	-5
CC1=CC(O)(c2ccccn2)P(=O)(c2ccccc2)C=C1C (stereo not drawn)	.	.	-14
COCCCNc1nccc2[nH]c(-c3cccc(C)c3)nc12	.	.	26
OC(c1ccccc1)(c1ccccc1)C1CCN(CCCOc2ccc(C(F)(F)F)cc2)CC1	.	.	-81*
CC1C2Cc3ccc(O)cc3C1(C)CCN2CC1CC1 (stereo not drawn)	.	.	69
COC(=O)c1cc2c(c3c4ccccc4n(S(=O)(=O)c4ccccc4)c13)C(=O)N(Cc1ccc(N(C)C)cc1)C2	.	.	-14
CCCCCCCN(c1ccccc1)C1C[C@H]2CCCC(=O)N3CC[C@@H](C1)[C@@H]23 (stereo partly drawn)	.	.	-32
CC[C@]12CCN(CC3(O)CC3)C(Cc3ccc(O)cc31)C2(C)C	.	.	-7
O=C(NN=Cc1ccccc1O)C(=O)Nc1ccc(F)cc1	.	.	-6
CNc1nc2cnc(Nc3ccc(C(F)(F)F)cc3)cc2n1-c1cc(OC)c(OC)c(OC)c1	.	.	-14
CCCc1ccc(-c2cc(NC(=O)Cc3c[nH]c4ccccc34)ccc2Nc2cccnc2)cc1	.	.	59
O=C(NC1CCCC1)c1csc(C(O)c2cccc(Cl)c2)n1 (stereo not drawn)	.	.	-13
O=C(NCC1CC1)C1=COC2=NC(=O)N(Cc3cccc(Cl)c3)CCN12	.	.	-7
Cc1cccc(CNc2nc3cnc(-c4cccc(F)c4)cc3n2C)c1	.	.	17
CCC(=O)N1[C@H](C(=O)NC2CCCC2)[C@@H](CO)[C@@H]2Cn3c(cccc3=O)[C@@H]21	.	.	-6
COC(=O)[C@H](Cc1ccccc1)N1CC(N2CCCC2)CS1(=O)=O (stereo partly drawn)	.	.	-17
COC(=O)[C@]12C[C@H](CC(=O)NCc3cccc(C(F)(F)F)c3)C(=O)N(Cc3ccccc3)C1=C[C@H](C1CCCC1)O[C@@H]2C	.	.	97
CC(=O)O[C@H]1[C@@H](O)[C@H](O)[C@H](Oc2c(O)c(C)c3c4c2[C@@H](C)CC[C@@H]4[C@@H](C)C[C@@H]3C=C(C)C)O[C@H]1C	.	.	-6
Cc1ccc(NC(=O)CN(C2=NC3CS(=O)(=O)CC3S2)c2ccccc2)cc1 (stereo not drawn)	.	.	-16
C[C@H]1[C@@H](NS(=O)(=O)c2ccc(-c3ccccc3)cc2)CC[C@@]23CCCN2C(=O)CCC[C@@H]13	.	.	10
COc1ccc(C(C#N)=Cc2cc(OC)c(OC)c(OC)c2)cc1	.	.	16
COc1ccc2c3c(n(C)c2c1)[C@@H](CO)N(S(C)(=O)=O)CC31CCN(C(=O)C2CCCC2)CC1	.	.	6
COc1cccc(C2=NC(C)(CC(=O)NCc3cccc(O)c3)ON2C)c1 (stereo not drawn)	.	.	1
C[C@@H]1CCCCO[C@@H](CN(C)C(=O)Nc2ccc(F)cc2)[C@@H](C)CN([C@H](C)CO)C(=O)c2cc(NC(=O)Nc3ccc4c(c3)OCO4)ccc2O1	.	.	0
CCC(=O)N1CC2(CN(C(=O)NC(C)C)C2)c2c(n(C)c3cc(OC)ccc23)[C@H]1CO	.	.	15
CC1=N/C(=C\c2ccc([N+](=O)[O-])cc2)C(=O)N1c1ccc(C)c(Cl)c1	.	.	0
COC(=O)[C@H]1[C@H](CO)[C@H]2Cn3c(cccc3=O)[C@@H]1N2CC1CCCCC1	.	.	-13
O=[N+]([O-])c1ccccc1CNc1ccc(NCc2ccccc2[N+](=O)[O-])cc1	.	.	-74*
COc1ccc([C@@H]2[C@@H](C(=O)N3CCCC3)CC(=O)N2C(=O)c2ccccc2)cc1	.	.	-17
COc1ccc(C2=NCC(C)n3c2c2ccc(C(F)(F)F)cc2[n+]3[O-])cc1 (stereo not drawn)	.	.	3
COC(=O)[C@@]1(Sc2ccc(OC)cc2)CC(=O)N[C@@H]1c1ccc(OC(C)C)c(OC)c1	.	.	-5
C=CCN1C[C@H](COC(=O)c2ccc(C)c(C)c2)Oc2cccc(F)c2S1(=O)=O	.	.	-7
COc1ccc(-c2ccc3c(c2)COCC(=O)N3CCN2CCOCC2)cc1	.	.	-16
Cc1cc(=O)c2c(ccc3c(=O)cc(C)[nH]c32)[nH]1	.	.	2
C[C@@H]1CN([C@@H](C)CO)C(=O)c2cc(Br)cnc2O[C@@H]1CN(C)Cc1ccccn1	.	.	8
C[C@@H]1CN([C@H](C)CO)C(=O)c2cc(Br)cnc2O[C@H]1CN(C)Cc1ccccc1F	.	.	-7
O=C1CC(O)C(Cc2ccccc2)N1 (stereo not drawn)	.	.	-2
Cc1ccc(C)n1C1C(=O)N(Cc2ccc(Cl)nc2)c2ccccc21 (stereo not drawn)	.	.	-3
Cc1ccc(OC(=O)N(C)C[C@H]2OCc3cnnn3CCCC(=O)N([C@@H](C)CO)C[C@@H]2C)cc1	.	.	-13
O=c1c(-c2cccs2)cc(-n2c(=O)[nH]c3ccccc32)cn1-c1ccccc1	.	.	-6
COC(=O)[C@@H]1[C@@H](CO)[C@@H]2Cn3c(ccc(Br)c3=O)[C@H]1N2Cc1cc(F)ccc1F	.	.	54
CN(C)c1ccc(CNC(=O)c2csc(N3CCN(CCc4ccccc4)C3=O)n2)cc1	.	.	-1
CN1C(=O)C(C)(C(Nc2ccccc2)c2ccccc2)c2ccccc21 (stereo not drawn)	.	.	20
COc1ccc(C(C)(C)C)cc1N1C(=O)[C@@H]2CSCCS(=O)(=O)N2C1=O	.	.	-12
COc1cc(NS(=O)(=O)c2ccc(-n3cccn3)cc2)cc(OC)c1	-2%	0%	.
CC1(C(=O)NS(=O)(=O)C2CC2)CCCN(C(=O)COc2ccccc2)C1 (stereo not drawn)	-5%	-8%	.
CC(C)OCCc1cccc[n+]1[O-]	3%	0%	.
CS(=O)(=O)Nc1cccc(NC(=O)c2cccc3c(-c4cccnc4)coc23)c1	9%	4%	.
COCCNC(=O)C1CCCN(Cc2ccccc2-c2ccccc2)CC1 (stereo not drawn)	-5%	-11%	.
COc1cccc(/C=C2\SC(=S)N(CCCC(=O)Nc3cccc(C(=O)O)c3)C2=O)c1	3%	1%	.
Nc1nc2ccc(Cl)cc2cc1C(=O)NCc1ccc(Oc2ccccc2)cc1	1%	4%	.
ClC1=CN(C2=NCCC2)CC1	0%	3%	.
COc1cccc(C(N)c2nc(-c3csc4ccccc34)cs2)c1 (stereo not drawn)	15%	1%	.
CCc1nc2c(OCC(=O)C(C)(C)C)cccn2c1N(C)C(=O)C(C)C	24%	6%	.
Continued.
SMILES	AMA1 RON2 block	Tb PYK inh	HCMV antiviral
CCCS(=O)(=O)NC(=O)C1(C)CCN(C(=O)c2ccccc2Br)C1 (stereo not drawn)	9%	-5%	.
N#CC1=C(Nc2ccccc2Cl)SC2(CCCC2)NC1=O	-5%	?	.
Cc1ccc2nc(-c3ccco3)c(CC3CCCCC3)n2c1	-13%	-6%	.
CN(CCC#N)c1ccc(C=C(C#N)c2cccc(C(F)(F)F)c2)cc1	6%	3%	.
Clc1cccc(-c2nc3ccc(Cl)cn3c2Cc2ccsc2)c1	3%	-6%	.
CCCS(=O)(=O)NC(=O)C1(C)CCCN(C(=O)c2ccc(F)cc2Cl)C1 (stereo not drawn)	0%	0%	.
CC(O)(c1cccc(F)c1)c1nc(-c2cncnc2)cs1 (stereo not drawn)	7%	2%	.
O=C(CN1C(=O)c2ccccc2C1=O)C(O)CN1C(=O)c2ccccc2C1=O (stereo not drawn)	-2%	-5%	.
OCCN(Cc1ccccn1)Cc1ccccn1	-45%	0%	.
COc1ccccc1Cc1c(-c2ccco2)nc2c(C)cc(Br)cn12	-21%	?	.
O=C(NC(Cc1cn(Cc2ccccc2)cn1)C(=O)O)OCC1c2ccccc2-c2ccccc21 (stereo not drawn)	155%[activator]	-5%	.
Cc1ccc(-c2cnc(C(O)c3cccc(Cl)c3)[nH]2)cc1 (stereo not drawn)	-15%	0%	.
CCNC(=O)C1(C)CCCN(CCOc2ccc(Cl)cc2)C1 (stereo not drawn)	6%	3%	.
COc1cccc(-c2cccc(-c3nc(C(=O)NCc4ccc(Oc5ccccc5)cc4)cc4c3[C@H](CCO)N(S(=O)C(C)(C)C)C4)c2)c1 (stereo partly drawn)	-1%	4%	.
Nc1ncnc2c1ncn2[C@@H]1O[C@H](C(=O)NS(=O)(=O)c2c(Cl)nc3sccn23)[C@@H](O)[C@H]1O	10%	-10%	.

Rewritten as comma-separated lines: 20 of the compounds above.
SMILES,AMA1 RON2 block,Tb PYK inh,HCMV antiviral
CS(=O)(=O)Nc1cccc(NC(=O)c2cccc3c(-c4cccnc4)coc23)c1,9%,4%,.
COCCNC(=O)C1CCCN(Cc2ccccc2-c2ccccc2)CC1 (stereo not drawn),-5%,-11%,.
COc1cccc(/C=C2\SC(=S)N(CCCC(=O)Nc3cccc(C(=O)O)c3)C2=O)c1,3%,1%,.
Nc1nc2ccc(Cl)cc2cc1C(=O)NCc1ccc(Oc2ccccc2)cc1,1%,4%,.
ClC1=CN(C2=NCCC2)CC1,0%,3%,.
COc1cccc(C(N)c2nc(-c3csc4ccccc34)cs2)c1 (stereo not drawn),15%,1%,.
CCc1nc2c(OCC(=O)C(C)(C)C)cccn2c1N(C)C(=O)C(C)C,24%,6%,.
CCCS(=O)(=O)NC(=O)C1(C)CCN(C(=O)c2ccccc2Br)C1 (stereo not drawn),9%,-5%,.
N#CC1=C(Nc2ccccc2Cl)SC2(CCCC2)NC1=O,-5%,?,.
Cc1ccc2nc(-c3ccco3)c(CC3CCCCC3)n2c1,-13%,-6%,.
CN(CCC#N)c1ccc(C=C(C#N)c2cccc(C(F)(F)F)c2)cc1,6%,3%,.
Clc1cccc(-c2nc3ccc(Cl)cn3c2Cc2ccsc2)c1,3%,-6%,.
CCCS(=O)(=O)NC(=O)C1(C)CCCN(C(=O)c2ccc(F)cc2Cl)C1 (stereo not drawn),0%,0%,.
CC(O)(c1cccc(F)c1)c1nc(-c2cncnc2)cs1 (stereo not drawn),7%,2%,.
O=C(CN1C(=O)c2ccccc2C1=O)C(O)CN1C(=O)c2ccccc2C1=O (stereo not drawn),-2%,-5%,.
OCCN(Cc1ccccn1)Cc1ccccn1,-45%,0%,.
COc1ccccc1Cc1c(-c2ccco2)nc2c(C)cc(Br)cn12,-21%,?,.
O=C(NC(Cc1cn(Cc2ccccc2)cn1)C(=O)O)OCC1c2ccccc2-c2ccccc21 (stereo not drawn),155%[activator],-5%,.
Cc1ccc(-c2cnc(C(O)c3cccc(Cl)c3)[nH]2)cc1 (stereo not drawn),-15%,0%,.
CCNC(=O)C1(C)CCCN(CCOc2ccc(Cl)cc2)C1 (stereo not drawn),6%,3%,.

(more compounds)
SMILES	AMA1 RON2 block	Tb PYK inh	HCMV antiviral
COc1ccc(CCNC2=CC(=O)CCC2)cc1OC	3%	-3%	.
COc1ccc(C(C)NC(=O)C2CCN(CCOc3ccc(Cl)cc3Cl)CC2)cc1OC (stereo not drawn)	43%[activator]	-3%	.
NC(CSCc1ccccc1)C(=O)Nc1ccc([N+](=O)[O-])cc1 (stereo not drawn)	-3%	6%	.
Cc1nc2c(OCc3cccc(Cl)c3)cccn2c1N(C)CC1CC1	-12%	0%	.
CCCCC(=O)N(C)c1c(CC)nc2c(OCC=C(C)C)cccn12	115%[activator]	3%	.
O=C(CN1CCNCC1)N1CCOCC1	7%	0%	.
CCCS(=O)(=O)NC(=O)C1(C)CCN(C(=O)Cc2cccc3ccccc23)C1 (stereo not drawn)	-8%	-5%	.
Nc1nc2ccc(Cl)cc2cc1C(=O)NCCc1c[nH]c2ccccc12	-7%	-6%	.
O=C(Nc1cccc(F)c1)c1ccc(-c2cccnc2)c2ccoc12	19%	-6%	.

Some of the compounds tested; the hit share may differ from the screen's.
